Luminol counter = quenches luminol chemiluminescence in Nox1 counter-screen; AID 1823; inhibition, % at 6.7 µM; HRP/luminol/H2O2 chemiluminescence counterscreen; 16,000 tested, 0.4% active; further: reference of the scale not given here
TLR4 MyD88 blk = inhibitors of human TLR4-MyD88 binding. O00206. Cell-based TLR4-MyD88 binding inhibition assay. inhibition, % at 10 µM. 16,000 tested, 0.06% active. AID 811; in the data active means inhibition above about 45%
Nox1 inh = inhibitors of human NADPH oxidase 1 (Nox1). Q9Y5S8. HT29 cells, luminol chemiluminescence ROS. inhibition, % at 6.7 µM. 16,000 tested, 0.81% active
Target sequence (Q9Y5S8 whole entry, looked up): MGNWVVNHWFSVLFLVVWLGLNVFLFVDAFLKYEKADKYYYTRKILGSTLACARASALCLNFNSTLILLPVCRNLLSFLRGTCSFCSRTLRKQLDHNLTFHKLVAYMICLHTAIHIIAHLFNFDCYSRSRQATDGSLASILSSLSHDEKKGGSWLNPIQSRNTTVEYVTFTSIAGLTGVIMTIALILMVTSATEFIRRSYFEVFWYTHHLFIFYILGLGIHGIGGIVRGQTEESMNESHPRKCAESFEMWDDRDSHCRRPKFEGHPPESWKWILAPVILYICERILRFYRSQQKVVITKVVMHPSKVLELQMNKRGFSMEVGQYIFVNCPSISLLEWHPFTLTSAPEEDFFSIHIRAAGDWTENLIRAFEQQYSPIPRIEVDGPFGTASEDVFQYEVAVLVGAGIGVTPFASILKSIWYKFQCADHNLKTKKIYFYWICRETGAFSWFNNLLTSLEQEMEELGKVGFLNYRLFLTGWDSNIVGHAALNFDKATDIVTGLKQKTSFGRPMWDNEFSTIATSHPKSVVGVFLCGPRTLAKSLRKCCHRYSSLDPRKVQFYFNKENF
S1P1 ag = activates the human S1P1 receptor; activation, % at 4.5 µM; 16,000 tested, 1.5% active; S1P1 agonist cell-based reporter assay; P21453; AID 1044; in the data active means activation above about 80%
rat GALR2 ag = activates the rat galanin receptor 2; 16,000 tested, 0.5% active; O08726; activation, % at 10 µM; cell-based GALR2 agonist screen; in the data active means activation above about 15%
NOTCH agonist = NOTCH pathway agonism; 15,000 tested, 0.4% active; activation, % at 2.5 µM; NOTCH signaling luciferase reporter cells, luminescence; AID 434982; in the data active means activation above about 2.2%
PME-1 Maybr inh = PME-1 (human) inhibition, Maybridge primary screen | 16,000 tested, 0.5% active | AID 2291 | Q9Y570 | recombinant PME-1, FP-Rh probe fluorescence polarization | inhibition, % at 9 µM; in the data active means inhibition above about 30%
KOR antag MB = antagonists of human kappa opioid receptor OPRK1, Maybridge library. P41145. OPRK1 cells, antagonist mode, fluorescence readout. inhibition, % at 9 µM. 16,000 tested, 0.4% active; in the data active means inhibition above about 50%
An asterisk follows results filed as active; nt = not tested or not shown. Unless noted, no stated cut-off is given here; in the data, active means inhibition above about 75%; inactive means the rest. Only part of the results is shown. The share of hits here may be higher or lower than overall.

SMILES	Luminol counter	TLR4 MyD88 blk	Nox1 inh	S1P1 ag	rat GALR2 ag	NOTCH agonist	PME-1 Maybr inh	KOR antag MB
CC(C)(C)OC(=O)NCc1n[nH]c(=S)n1C1CC1	17	3	6	-27	-5	0.0	-2	1
O=C(Nc1ccccc1)OCCSCc1ccc2nc(C(F)(F)F)ccc2c1	-3	2	-32	18	-7	-0.8	-8	-7
N/C(CSc1ccc(C(F)(F)F)cn1)=N\OC(=O)c1ncc(C(F)(F)F)cc1Cl	0	6	-24	28	-4	-0.5	1	2
Cc1cc(SCC#N)c(C)cc1Cl	1	4	-20	1	-4	0.1	0	-4
O=C(CC1SC(=Nc2cccc(F)c2)NC1=O)Nc1cc(Cl)ccc1Cl (centres undefined)	-4	10	15	1	6	-0.8	-82	-12
CC(C)(C)C(=O)NNC(=O)C(C)(C)C	1	-4	-39	1	-7	-0.3	0	10
C=CCNC(=O)NC(=O)C12CC3CC(CC(C3)C1)C2	-4	-9	-13	-1	-2	0.1	5	2
N#C/C(=N\Nc1ccc(C(F)(F)F)cc1[N+](=O)[O-])C(N)=O	15	-1	3	61	-10	-0.5	0	-5
O=C(O)/C(Cc1ccccc1[N+](=O)[O-])=N\Nc1ccccc1	61	-11	74	6	-1	0.3	2	22
O=C1c2ccccc2C(=O)N1CC1CN(CC(O)C(F)(F)F)CCO1 (centres undefined)	3	-2	-18	-18	6	-0.1	-2	14
O=S(=O)(O)c1cc(Br)ccc1I	-3	nt	8	-4	-5	-0.7	5	-9
CC1C(c2ccccc2)OCCN1C(=S)Nc1ccc(S(=O)(=O)N2CCCCC2)cc1 (centres undefined)	-1	5	-48	22	-4	-0.1	1	-12
O=c1c(N2CCN(S(=O)(=O)c3ccc(F)cc3)CC2)coc2ccccc12	-4	4	-12	-1	-6	-3.6	4	-3
O=S(=O)(NCCSCc1ccccc1Cl)c1c(Cl)sc(Cl)c1Br	-2	-10	9	-11	-6	-0.3	2	-8
c1csc(-c2nn[nH]n2)c1	-8	9	5	5	-6	2.9*	6	5
CCOC(=O)/C(N=Nc1cccc(Cl)c1)=C(/O)CSc1ccc(Cl)cc1	5	-9	8	-4	-1	0.2	-9	1
CCOC(=O)C(=CNNC(=O)CCc1ccc(O)cc1)C(=O)OCC	-8	14	-63	25	-6	-0.9	-3	-5
Cn1cnc([N+](=O)[O-])c1SCc1csc2ccccc12	-1	-3	-53	-4	-3	-0.4	-1	-11
Cc1cccc(C)c1Nc1scc(C)[n+]1C	0	5	-39	38	-7	-0.8	4	-7
Cc1nnc(NC(=O)NS(=O)(=O)c2ccccc2C(F)(F)F)s1	0	0	-52	-16	-3	-0.1	3	7
Cc1cc(C(=O)Oc2cc(C)c(Cl)c(C)c2)no1	4	-1	-14	3	-8	-0.7	-1	7
CC(C)c1ccc(NC(=O)CSc2nccn2C)cc1	-2	-4	1	-3	-3	-0.7	2	8
O=C(Oc1cccc2c1C(=O)C=CC2=O)c1ccccc1	8	-4	41	102*	-3	-1.1	34*	-1
Cc1onc(-c2ccccc2)c1CNS(=O)(=O)c1ccccc1	-4	6	-4	-6	-8	0.2	7	-6
O=C(OCCS(=O)(=O)c1ccc(C(F)(F)F)cn1)c1ccccc1	-7	-2	33	43	-1	-1.2	4	34
CCCc1cnc(N2CCN(S(=O)(=O)c3ccc(C#N)cc3)CC2)nc1	3	5	-102	-13	-3	-0.7	-4	-2
CCOC(=O)C1CCN(c2ncnc3c2cnn3C)CC1	0	11	-26	-5	-3	-0.6	-1	7
O=C(CSc1nc(-c2ccccc2)ns1)N1CCN(c2ccccc2)CC1	-3	1	-24	-13	-5	-0.4	1	12
O=C(c1ccc([N+](=O)[O-])o1)N1CCCN(c2ccc(C(F)(F)F)cc2[N+](=O)[O-])CC1	-4	-11	20	7	-9	-0.5	8	-10
CSc1cc(-c2ccc(F)cc2)nn1S(=O)(=O)c1ccc(C)cc1	-5	-6	-48	-27	-8	nt	-5	2
O=C(NCCc1ccncc1)c1cccs1	-5	-10	3	-3	-6	0.3	3	-2
O=C(CN1CCN(C(=O)c2ccc3c(c2)CCO3)CC1)N1CCCC1	1	9	-37	-4	-8	nt	-3	-6
CCCN1CCCc2cc(N=Nc3ccc(C(C)=O)cc3)ccc21	3	-1	21	50	-4	-1.2	11	-8
CCc1ccnc(NC(=O)Nc2cccc3ccccc23)c1	-1	2	-16	-40	-8	-0.6	-3	2
N/C(=N\OC(=O)c1ccccc1)c1csc(-c2cccnc2)n1	-4	2	21	-1	-2	0.1	-3	10
O=C(Nc1nnc(C2CC2)s1)c1sc2ccccc2c1Cl	-1	-4	-2	36	-4	-0.4	1	-3
O=C(N/N=C/c1c(F)cccc1Cl)C1CC1	-2	2	4	-9	-4	0.0	3	28
COc1cc(CCc2nnc(-c3cccs3)o2)cc(OC)c1OC	-2	5	0	-9	-3	-0.2	2	4
COc1ccc(S(=O)(=O)N(CCC#N)CC2CCCO2)cc1OC (centres undefined)	-7	-16	9	-10	-2	0.5	7	16
Cc1noc(C)c1-c1nc(-c2ccccc2)no1	-2	7	-108	-11	-2	0.2	-1	-13
O=C(NNC(=O)c1sc2ccccc2c1Cl)NC(=O)c1ccccc1Cl	2	-2	-11	5	-5	-0.1	7	7
Cc1nn(C)c(NCCCN2CCOCC2)c1[N+](=O)[O-]	0	4	-52	3	-2	0.2	2	19
COc1ccc(Oc2ccc([N+](=O)[O-])cc2C(=O)NNC(=O)c2ccc(Cl)cc2Cl)cc1	-3	8	-28	1	-7	0.0	2	-2
O=C(O)CSc1nnc(Nc2ccccc2)n1-c1ccccc1	5	-3	-26	10	-3	-0.8	11	-22
CC(=O)c1ccc(N2CCN(S(=O)(=O)c3ccc(S(=O)(=O)c4ccccc4)s3)CC2)cc1	-3	-10	14	17	-4	0.1	7	-24

(cont.)
Field names – A = Luminol counter; B = TLR4 MyD88 blk; C = Nox1 inh; D = S1P1 ag; E = rat GALR2 ag; F = NOTCH agonist; G = PME-1 Maybr inh; H = KOR antag MB
canonical_smiles: N#Cc1nccnc1S(=O)(=O)CCO
  A: 5	B: 1	C: -51	D: 7	E: -2	F: -0.5	G: -2	H: -23
canonical_smiles: Cc1cc(NNC(=O)c2ccccc2Cl)nc2c1c(C)nn2C
  A: 31	B: 5	C: 78*	D: 39	E: -7	F: -0.9	G: 7	H: -1
canonical_smiles: O=C(O)CSC(=S)c1ccccc1
  A: -5	B: -14	C: -5	D: -19	E: -5	F: -0.4	G: 5	H: 30
canonical_smiles: COc1c(C)cnc(CO)c1C
  A: -2	B: -7	C: 3	D: 1	E: -6	F: -0.5	G: 1	H: -13
canonical_smiles: CC(C)(C)SC(=O)c1cccnc1SCCS(=O)(=O)c1ccccc1
  A: -8	B: -1	C: 11	D: 13	E: 5	F: -1.3	G: 6	H: -12
canonical_smiles: COC1=CC(=O)C(C)=CC1=O
  A: -7	B: -6	C: -87	D: 4	E: -8	F: -0.9	G: 8	H: 10
canonical_smiles: CCOC(=O)c1nsc(/C(C)=N/Nc2ccccc2)c1N
  A: 0	B: 1	C: 98*	D: -7	E: -1	F: -0.1	G: 7	H: 26
canonical_smiles: Cc1nc(-c2cnccn2)sc1C(=O)Nc1cc(-c2ccc(Cl)cc2)[nH]n1
  A: -1	B: -7	C: -31	D: -24	E: -3	F: -0.9	G: -4	H: 12
canonical_smiles: CCCN(CCC)S(=O)(=O)c1ccc(C(=O)NNC(=S)NC2CC3CCC2C3)cc1 (centres undefined)
  A: 3	B: 10	C: 2	D: -1	E: -8	F: -0.4	G: 4	H: 0
canonical_smiles: O=[N+]([O-])/C=C/c1cc2sccc2s1
  A: -1	B: -11	C: -14	D: 9	E: -10	F: 0.4	G: 8	H: 28
canonical_smiles: CC(C)(C)c1ccc(OC(=O)c2ccc([N+](=O)[O-])s2)cc1
  A: -8	B: 7	C: 9	D: -6	E: 1	F: -0.2	G: 21	H: 19
canonical_smiles: N#Cc1c(F)cccc1NCCc1ccc(Cl)cc1
  A: -8	B: -2	C: -28	D: -6	E: -9	F: -0.4	G: 3	H: -8
canonical_smiles: Cn1cnc(S(=O)(=O)N=S(C)(=O)c2ccc(Cl)cc2)c1 (centres undefined)
  A: -6	B: -11	C: 16	D: -5	E: -7	F: 0.6	G: 2	H: 7
canonical_smiles: O=C1OCc2ccc([N+](=O)[O-])cc21
  A: -1	B: 4	C: 0	D: -13	E: -7	F: 0.2	G: -2	H: 17
canonical_smiles: Cn1c(CSCC(=O)Nc2ccccc2)nnc1SCC(=O)Nc1ccccc1
  A: 2	B: -3	C: -31	D: -32	E: -4	F: -0.1	G: -3	H: -4
canonical_smiles: OC(CN1CCN(c2ccc(F)cc2)CC1)C(F)(F)F (centres undefined)
  A: -1	B: 0	C: -39	D: -6	E: -8	F: -0.3	G: -1	H: -12
canonical_smiles: CSc1nn(-c2ccccc2)cc1C(=O)Sc1ccccn1
  A: -2	B: 5	C: 17	D: 56	E: -3	F: -0.3	G: -2	H: 12
canonical_smiles: Cc1occc1C(=O)/C(C#N)=C/N=S(C)(=O)c1ccc(Oc2ccc([N+](=O)[O-])cn2)cc1 (centres undefined)
  A: 0	B: 9	C: -27	D: -8	E: -4	F: -0.2	G: 4	H: 8
canonical_smiles: O=C1CCc2cccc3cccc1c23
  A: -4	B: 0	C: -17	D: 1	E: -7	F: -0.6	G: 5	H: 21
canonical_smiles: CCOC(=O)/C(C#N)=C/c1cn(-c2ccccc2)nc1C
  A: -1	B: 5	C: -73	D: -5	E: -9	F: -0.5	G: 1	H: -13
canonical_smiles: c1ccc(CN2CC(c3nn[nH]n3)CN(Cc3ccccc3)C2)cc1
  A: -3	B: -2	C: -8	D: -1	E: -4	F: 0.3	G: 6	H: -4
canonical_smiles: O=S(=O)(Cc1nc(CSc2nnc(SCC3CC3)s2)cs1)c1ccc(Cl)cc1
  A: 3	B: 1	C: -17	D: 11	E: -8	F: -0.6	G: 0	H: -40
canonical_smiles: CSc1sc(C(=O)N/N=C/c2c(Cl)cccc2Cl)cc1S(=O)(=O)C(C)C
  A: 2	B: nt	C: -58	D: -7	E: -6	F: -0.5	G: -1	H: -9
canonical_smiles: COc1ccc(/C(C#N)=C/c2ccc3c(c2)OCO3)cc1
  A: -5	B: 3	C: 6	D: 9	E: -5	F: -0.2	G: -1	H: 4
canonical_smiles: Cc1cc(N=Cc2cccnc2)no1
  A: 2	B: 8	C: -10	D: -9	E: -5	F: -1.3	G: 3	H: 2

Bioassay records: PubChem, The Scripps Research Institute Molecular Screening Center
